Bioassay records from PubChem BioAssay.
GALK inh: galactokinase (human) inhibition | P51570 | Purified GALK, Kinase-Glo residual ATP luminescence | Potency, µM (highest dose often 57.5 µM), for the others: at the highest dose activity change, negative = inhibition, hits mostly inhibitors | hit rate 0.007% among 270,000 | AID 1868; note: potency is the fitted concentration of half-maximal effect; % is set by controls: 0 for no effect and ±100 for the full control effect
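Galactose (100 uM) and ATP (35 uM) were turned over by 5 nM GALK for 1 h at RT. Kinase-Glo Plus then converted the remaining ATP into a luminescent signal.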
TRPV1 agonist: human TRPV1 agonism; Q8NER1; TRPV1-expressing cells, Fluo-8 calcium influx, agonist mode; activation, % at 8.33 µM; hit rate 0.19% among 320,000; in the data active = activation above about 80%; inconclusive = between about 30% and that limit; note: 0% is about no effect
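TRPV1-expressing cells were cultured overnight at 35.5C and loaded with Fluo-8 calcium dye for 40 to 90 min at room temperature. After a 10 s baseline, compound was added and calcium influx was read kinetically for 3 min (ex 480/em 520 nm).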
CXXC DNA block: blocks binding of human MLL CXXC domain to DNA. Q03164. MLL-CXXC / FITC-HOXA9 DNA fluorescence polarization. Potency, µM (titrated, usually from 115 µM), for the others: at the top dose activity change, negative = inhibition, most hits filed as inhibitors. hit rate 0.037% among 290,000. AID 2662; active = well fitted inhibition curve with a large enough effect in the polarisation, with a control signal flat, not every such curve was filed as active; inconclusive = small, poorly fitted or top-dose-only effect, or effect the other way, or a change in a side signal; inactive = no such curve, though single readings can be large or run the other way; the % refers to the polarisation; note: potency is the fitted concentration of half-maximal effect
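Purified MLL-CXXC (added from a 7 uM solution) was preincubated 5 min at ambient with pinned compounds in 50 mM Tris-HCl pH 7.5, 50 mM NaCl, 1 mM DTT, 0.05% BSA. Fluorescein-labeled HOX-A9 DNA (50 nM solution) followed, 30 min, then polarization read.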
Giardia killer: Giardia lamblia killing; AID 540267; Giardia lamblia trophozoite viability; hit rate 0.15% among 340,000; activity change, % at 7.66 µM, hits read low; in the data active = activity change below about -80%; inconclusive = between about -30% and that limit;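 note: parasites exposed to compound for two days anaerobically before the ATP read; % is set by controls: 0 for no effect and ±100 for the full control effect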
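Luminescent ATP signal served as the viability read-out, measured 15-30 min after adding ATP detection reagent to trophozoites that had been incubated with compounds for 48 hrs at 37 deg C anaerobically at 100 cells/well.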
Coupling enz: inhibits coupling enzyme system, counter-screen for aldolase hits. activity change, negative = inhibition, % at 58.2 µM, hits read low. hit rate 0.67% among 290,000. coupling enzyme system counterscreen, AmpLite Red fluorescence; in the data active = activity change below about -30%; note: % is set by controls: 0 for no effect and ±100 for the full control effect
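Coupling enzymes only (glyceraldehyde-3-phosphate) + compound, at 57.5 uM final, 10 min RT; add substrate/coupling/AmpLite Red mix, 20 min RT; fluorescence ex 525/em 598 nm. Actives flag coupling-system interference.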
KCNH2 3.1 inh: blocks the human KCNH2 3.1 channel isoform. U2OS KCNH2 3.1, thallium flux FluxOr; hits give low values. activity change, % (tested at about 1.8 µM). hit rate 0.95% among 340,000. AID 720553;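 active = maximum activity change below -70%; inconclusive = maximum activity change from -70% to -50%; inactive = maximum activity change above -50%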;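 note: thallium influx rate constant from kinetic fluorescence after stimulation buffer; % is set by controls: 0 for no effect and ±100 for the full control effect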
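Normalized rate constant (relative to positive and negative DMSO controls) derived from a 2 min kinetic fluorescence read after stimulation; U2OS cells expressing the 3.1 isoform via virus at 1.77 x 10^8 /mL.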
USP2a block: blocks human ubiquitin-specific protease USP2a. USP2 core, Ub-CHOP2 coupled fluorogenic reporter, 485/531. Potency, µM (titrated, usually from 38.3 µM), inactives show at the top dose activity change, negative = inhibition, actives largely listed as inhibitors. hit rate 0.01% among 330,000. AID 463254;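 note: potency is the fitted concentration of half-maximal effect; plate controls were DMSO wells for no effect and full inhibition by NEM control for full effect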
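Deubiquitinase activity read as fluorescence (485/531 nm) after Ub-CHOP2 cleavage activates the enterokinase reporter on its substrate; USP2 core 10nM, Ub-CHOP2 and substrate 25nM each, 30min compound preincubation then 60min RT; data normalized to NEM, curves fitted.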
Menin-MLL TR inh: displaces Texas Red mutant MLL peptide from human menin; O00255; Menin + Texas Red MLL mutant peptide, fluorescence polarization; Potency, µM (series often up to 61.6 µM), inactives show at the top dose FP activity change, negative = inhibition, usual class: inhibitors; hit rate 0.23% among 270,000; AID 1768; active = well fitted inhibition curve with a large enough effect in the polarisation, with a control signal flat, not every such curve was filed as active; inconclusive = small, poorly fitted or top-dose-only effect, or effect the other way, or a change in a side signal; inactive = no such curve, though single readings can be large or run the other way; the % refers to the polarisation; note: potency is the fitted concentration of half-maximal effect; % of control where 0% means no effect; many of its hits are not listed in these tables
Target sequence (O00255 whole entry, looked up): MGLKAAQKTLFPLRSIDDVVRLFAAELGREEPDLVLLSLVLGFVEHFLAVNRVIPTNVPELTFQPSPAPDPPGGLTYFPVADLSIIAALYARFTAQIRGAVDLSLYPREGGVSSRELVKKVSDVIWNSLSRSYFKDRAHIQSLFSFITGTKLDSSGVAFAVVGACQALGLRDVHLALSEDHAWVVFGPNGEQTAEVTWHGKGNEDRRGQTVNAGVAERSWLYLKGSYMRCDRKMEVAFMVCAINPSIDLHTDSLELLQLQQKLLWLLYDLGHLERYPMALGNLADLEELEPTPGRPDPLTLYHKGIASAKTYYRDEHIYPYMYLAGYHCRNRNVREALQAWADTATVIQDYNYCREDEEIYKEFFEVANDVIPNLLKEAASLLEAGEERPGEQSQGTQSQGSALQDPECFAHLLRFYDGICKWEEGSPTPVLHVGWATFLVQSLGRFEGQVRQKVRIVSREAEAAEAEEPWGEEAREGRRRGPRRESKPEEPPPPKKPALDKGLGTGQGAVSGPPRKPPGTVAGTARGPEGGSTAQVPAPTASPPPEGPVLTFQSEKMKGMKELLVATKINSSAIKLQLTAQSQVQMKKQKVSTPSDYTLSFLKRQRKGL
KCNH2 WT inh: KCNH2 (human, wildtype) channel inhibition. U2OS, BacMam KCNH2, thallium flux FluxOr; hits give low values. AID 720551. hit rate 0.37% among 340,000. activity change, % at 1.84 µM;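 active = maximum activity change below -70%; inconclusive = maximum activity change between -70% and -50%; inactive = maximum activity change above -50%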; note: % is set by controls: 0 for no effect and ±100 for the full control effect
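U2OS cells were transduced with wild-type KCNH2 virus (2.03 x 10^8 / mL) for 4 h at room temperature, then cultured overnight at 37 C. Thallium flux was read with FluxOr dye. Rate constants were normalized to DMSO controls.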
PKM2 activator: PKM2 (human) enzyme activation; AID 1631; Potency, µM (top dose mostly 57.5 µM), inactives show top-dose activation, actives largely listed as activators; purified PKM2, Kinase-Glo ATP luminescence, activation; response scale: 0% is enzyme alone, no compound; hit rate 0.34% among 260,000; note: potency is the fitted concentration of half-maximal effect; % is set by controls: 0 for no effect and ±100 for the full control effect; nearly all actives have a fitted effect of over 55% in size
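Kinase-Glo luminescence reports ATP generated from ADP (0.1 mM) and PEP (0.5 mM) by purified hPK-M2 after 1 h at room temperature, pH 7.2 imidazole buffer; intermediate enzyme activity allows detecting inhibitors and activators.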
B2AR arrestin: beta2AR (human) beta-arrestin recruitment activity; P07550; Potency, µM (series often up to 46.1 µM), inactives show top-dose activation, hits mostly activators; beta-arrestin recruitment to beta2AR, cell-based reporter; AID 492947; hit rate 0.02% among 330,000;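 note: potency is the fitted concentration of half-maximal effect; 0% = DMSO controls and full agonism = EC100 isoproterenol or metaproterenol; nearly all actives have a fitted effect of over 65% in size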
Target sequence (P07550 whole entry, looked up): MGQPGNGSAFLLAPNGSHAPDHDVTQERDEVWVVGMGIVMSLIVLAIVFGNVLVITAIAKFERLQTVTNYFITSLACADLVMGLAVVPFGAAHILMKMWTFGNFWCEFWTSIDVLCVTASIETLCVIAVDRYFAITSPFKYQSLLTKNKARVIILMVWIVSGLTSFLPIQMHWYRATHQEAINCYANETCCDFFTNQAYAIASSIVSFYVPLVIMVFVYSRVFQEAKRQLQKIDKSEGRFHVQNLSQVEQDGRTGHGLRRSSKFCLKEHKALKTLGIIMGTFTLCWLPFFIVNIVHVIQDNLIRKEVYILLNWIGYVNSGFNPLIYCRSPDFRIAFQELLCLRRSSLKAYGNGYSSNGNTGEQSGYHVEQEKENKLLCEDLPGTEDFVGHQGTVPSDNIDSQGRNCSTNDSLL
The depositor's hits bear a star; u = inconclusive; x = not tested or not shown; [ ] = dose if it differs, or a comment. Unless noted, calls come from the whole dose curve; as a rule, active = well fitted curve in the direction sought with a large enough effect; inconclusive = small, poorly fitted or top-dose-only effect, or another doubt; inactive = no such curve, though single readings can be large; an effect the other way counts as inactive or inconclusive. A portion of the library, so the mix of outcomes need not match the whole.

SMILES	GALK inh	TRPV1 agonist	CXXC DNA block	Giardia killer	Coupling enz	KCNH2 3.1 inh	USP2a block	Menin-MLL TR inh	KCNH2 WT inh	PKM2 activator	B2AR arrestin
CCn1c(CSc2nncn2-c2ccc(OC)cc2)nc2cc(S(=O)(=O)N(C)C)ccc21	3.7%	-4.7	0.2%	11.1	3.1	15.5	-9.0%	-9.8%	5.5	1.3%	0.3%
Cc1ccccc1S(=O)(=O)Cc1ccc(C(=O)NCc2cccnc2)o1	1.6%	-0.4	-4.5%	-15.6	-5.0	14.7	2.1%	-13.8%	-0.4	-6.1%	-0.1%
CCCOc1ccc(NC(=O)C2CC(=O)N3CCCN=C3S2)cc1 (stereo not given)	-3.4%	1.0	0.3%	-14.0	1.2	3.9	-2.1%	24.3%	-14.6	1.2%	-0.1%
CCCOc1cc(C)c(S(=O)(=O)NCCOC)cc1C	-1.5%	7.2	-5.4%	3.8	-1.2	4.0	0.0%	-11.0%	-0.5	-12.6%	0.2%
COCCN(CCOC)C(=O)CC(=O)N(CCOC)CCOC	3.2%	0.5	15.4%	-1.6	2.4	18.3	5.9%	3.6%	9.8	3.8%	-0.1%
COC(=O)c1ccc(S(=O)(=O)N2CCCCCC2)cc1	3.8%	7.9	-2.3%	-6.6	-0.4	0.2	-0.4%	-1.6%	-12.4	-2.1%	0.4%
CCn1c(CC(=O)Nc2ccccc2F)nnc1SCC(=O)NC1CCCC1	-2.8%	-0.6	-4.6%	-25.1	0.7	12.5	-3.0%	-1.2%	11.2	x	-0.2%
O=C(NCCc1ccccc1)C(=O)c1c(-c2ccccc2)cc2ccccn12	0.5%	3.1	14.5%	u	6.8	11.2	-2.9%	-16.1%	3.1	-0.8%	0.3%
CC(c1ccccc1)C1C(C#N)=C(N)OC2=C1C(=O)CCC2 (stereo not given)	-0.7%	0.8	1.0%	-1.5	0.7	28.3	-0.6%	-3.0%	-1.3	-3.6%	-0.7%
CC1(C)C2CC=C(/C=N/NC(=S)NCCc3ccccc3)C1C2 (stereo not given)	-0.3%	u	7.2%	u	-0.8	-15.8	-5.3%	u	7.3	-0.7%	-0.8%
CCSc1nc2ccccc2c(=O)n1OCC(=O)OC	0.9%	-0.2	7.4%	-7.7	1.4	-16.5	0.4%	3.0%	-6.7	-4.1%	-1.0%
CCS(=O)(=O)N1Cc2ccccc2CC1C(=O)Nc1ccc(C)cc1 (stereo not given)	-3.5%	9.0	-1.0%	-3.0	0.5	-9.1	-2.3%	x	-1.0	1.3%	-0.8%

Laid out differently: entries from further up.
SMILES | GALK inh | TRPV1 agonist | CXXC DNA block | Giardia killer | Coupling enz | KCNH2 3.1 inh | USP2a block | Menin-MLL TR inh | KCNH2 WT inh | PKM2 activator | B2AR arrestin
COC(=O)c1ccc(S(=O)(=O)N2CCCCCC2)cc1 | 3.8% | 7.9 | -2.3% | -6.6 | -0.4 | 0.2 | -0.4% | -1.6% | -12.4 | -2.1% | 0.4%
CCSc1nc2ccccc2c(=O)n1OCC(=O)OC | 0.9% | -0.2 | 7.4% | -7.7 | 1.4 | -16.5 | 0.4% | 3.0% | -6.7 | -4.1% | -1.0%

(listing goes on)
SMILES	GALK inh	TRPV1 agonist	CXXC DNA block	Giardia killer	Coupling enz	KCNH2 3.1 inh	USP2a block	Menin-MLL TR inh	KCNH2 WT inh	PKM2 activator	B2AR arrestin
COc1ccc(NC(=O)CN(C)C(=O)c2cc(-c3ccco3)nc3ccccc23)cc1	x	2.5	x	-12.5	x	-0.9	-1.8%	x	0.2	x	0.0%
Cc1ccc(C)n1NC(=O)c1ccc([N+](=O)[O-])cc1	12.2%	-5.6	13.8%	23.2	1.2	-14.6	1.3%	21.8%	-4.0	-11.7%	-0.4%
CN1CCN(S(=O)(=O)c2cccc(C(=O)Oc3cccc(Br)c3)c2)CC1	x	18.4	x	-10.4	x	-26.7	-0.9%	x	11.1	x	-0.3%
COc1cc(C2C(C#N)=C(N)Oc3cc(C)oc(=O)c32)cc2c1OCO2 (stereo not given)	-0.2%	-2.4	-4.3%	-5.2	-0.2	3.6	-0.4%	10.5%	-3.0	-3.2%	-0.1%
O=C(N/N=C/C=C/c1ccccc1)c1cccnc1	-1.0%	28.8	0.3%	10.0	-3.0	-10.2	-1.2%	x	4.1	0.9%	-0.7%
COc1cccc(/C=C2\Oc3cc(OCC(=O)N4CCC[C@H]4C(=O)O)ccc3C2=O)c1	x	-0.1	u	12.2	2.0	-2.3	1.2%	u	1.8	1.7%	5.9%
O=C(COC(=O)c1ccccc1NCc1ccco1)Nc1ccc2c(c1)OCO2	1.6%	8.7	0.1%	-9.6	1.8	2.2	-1.5%	u	8.3	2.1%	-0.3%
Cc1ccc(/C=N/NC(=O)Cc2cccn2C)cc1	-0.6%	4.8	4.2%	-4.4	-0.2	-8.3	2.4%	x	1.1	-6.1%	-1.5%
CCc1cc(=O)oc2cc(OC(C)C(=O)NCc3ccccn3)ccc12 (stereo not given)	4.8%	-1.4	5.4%	11.2	-0.3	-12.1	-6.5%	-6.9%	-0.6	2.0%[0.46 µM]	0.2%
Clc1cccc(-c2nn3c(Cn4cnc5ccccc54)nnc3s2)c1	0.1%	13.4	2.2%	8.7	1.1	2.9	-4.0%	-14.9%	10.2	u	0.1%
CN(C)C(=O)c1cc(C(=O)Cc2ccccc2)c[nH]1	-3.3%	9.5	u	-4.1	1.5	-32.0	0.6%	0.6%	4.9	x	3.3%
Cc1cccc(S(=O)(=O)c2c(N)n(/N=C/c3cccnc3)c3nc4ccccc4nc23)c1	-1.3%	2.6	2.9%	-17.9	0.1	3.6	0.5%	14.1%	-7.7	-7.6%	0.6%
Cc1ccc(C(=O)OCC(=O)NCCN2C(=O)CSC2=O)cc1[N+](=O)[O-]	x	x	x	34.4[activator]	x	-3.9	2.0%	x	-5.5	x	3.0%
CCc1csc(CCNC(=O)C2CCC(=O)N(CCc3cccc(F)c3)C2)n1 (stereo not given)	-7.8%	-2.7	23.5%	-2.3	x	x	-1.9%	x	-1.3	0.0%	0.4%
CCc1cccc(CC)c1NC(=O)CN1CCc2cc(OC)c(OC)cc2C1	x	0.0	-16.0%	x	1.4	x	2.6%	u	x	x	-0.9%
CCOc1c(CNc2nnnn2C)cccc1OC	-2.3%	-2.0	-3.8%	8.1	-0.7	7.8	9.9%	-12.5%	-6.6	3.2%	-0.4%
CC(/C=C/c1ccco1)=N/NC(=O)c1ccc(C)nc1	0.0%	-0.9	11.4%	1.8	2.1	10.2	7.8%	x	0.1	-2.1%	0.0%
COc1ccccc1OCC(=O)Nc1sc2c(c1C(=O)NCC1CCCO1)CCC2 (stereo not given)	0.0%	-0.9	-3.6%	-6.7	-9.7	11.2	-3.0%	3.9%	-16.0	8.4%	0.3%
Cc1cc(C(=O)CN2C(=O)C(=O)N(CC(C)C)C2=O)c(C)n1C1CC1	x	14.0	x	-21.7	x	6.6	8.1%	x	-1.8	x	0.1%
Cc1cccc(CC(=O)N2CCC(n3nccc3NC(=O)C3CC3)CC2)c1	-2.4%	3.2	0.1%	12.0	0.3	9.0	-0.4%	-3.7%	9.3	0.4%	-0.1%
CCN(CC(=O)Nc1ccc(NC(C)=O)cc1)C(=O)/C=C/c1cn(Cc2ccccc2)nc1-c1cccnc1	x	-0.6	x	16.1	x	0.1	0.1%	x	2.2	x	0.2%
O=C(NC12CC3CC(CC(C3)C1)C2)c1cccnc1	1.2%	2.0	9.2%	-12.9	2.8	15.7	1.6%	8.4%	10.1	-1.4%	-1.1%
Cc1cc(C)n(C(=O)CNc2ccccc2Cl)n1	-2.7%	2.0	-2.5%	-3.0	0.7	10.7	-0.3%	-28.7%	5.3	-21.8%	-0.4%
Cc1cccc(NC(=S)NC(NC(=O)c2ccco2)C(Cl)(Cl)Cl)c1 (stereo not given)	0.1%	0.2	17.8%	-28.1	-1.1	-25.8	-0.9%	-14.9%	3.0	1.3%	-0.1%
COc1ccc(C2c3[nH]c4ccccc4c3C[C@H]3C(=O)N(C4CCN(Cc5ccccc5)CC4)CC(=O)N23)cc1OC (stereo not given in full)	7.0%	-1.4	7.7%	16.0	0.3	u	4.6%	-16.4%	-17.8	x	0.1%
CC(C)C[C@@H](C(=O)O)N(Cc1cccc(CN([C@@H](CC(C)C)C(=O)O)S(C)(=O)=O)c1)S(C)(=O)=O	x	2.4	-4.2%	2.4	8.1	-0.9	1.4%	-0.7%	3.0	2.2%	0.6%
Cc1cccc(/C=N/NC(=O)CNc2cccc3ccccc23)n1	-0.2%	-3.1	-4.5%	-9.2	-46.7*	-3.8	-5.0%	10.4%	-16.6	22.0%	2.2%
